From PubChem
eIF4E 4G PPI = eIF4E–eIF4G protein interaction inhibitors, primary screen, biochemical, uHTS, TR-FRET, eIF4GI fragment. Eukaryotic translation initiation factor 4E (Mus musculus) + Eukaryotic translation …. TR-FRET eIF4E-eIF4GI(517-606) binding, 2 h. inhibition, % at 21.7 µM. actives 0.37% (n = 220,000);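 active = inhibition above about 30%, limit read from the data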;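 also: 0% = full FRET control wells and 100% = background wells lacking eIF4GI fragment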
S1P4 antag = S1P4 receptor antagonists, primary screen, cell-based | AID 1510, 2009 | S1P4-expressing cells, antagonist mode, reporter read-out | actives 0.26% (n = 220,000) | inhibition, % at 4.98 µM; in the data active = inhibition above about 29%;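 also: 0% = wells stimulated with agonist and 100% = vehicle wells without agonist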
BaF3 parental = parental Ba/F3 cell viability inhibition, counter-screen for JAK2V617F inhibitor project, murine pro-B, CellTiter-Glo luminescence. CellTiter-Glo ATP luminescence. inhibition, % at 5.6 µM. actives 1.1% (n = 220,000);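 active = inhibition above a per-campaign cutoff, the mean inhibition of all tested compounds plus 3 SD, cut at about 27% in these data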;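 also: 0% = DMSO wells and 100% = JAK Inhibitor I control wells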
Wee1 degr inh = Wee1 degradation inhibitors, primary screen, cell-based, HeLa, Wee1K328M-luciferase, luminescence. Wee1-like protein kinase (Homo sapiens), P30291. HeLa Luc-Wee1K328M stability; 100% = proteasome inhibitor MG132 effect. reporter increase, % at 5 µM. actives 1.2% (n = 220,000). AID 1321, 2008;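 active = activation above the mean of all tested compounds plus 3 SD, set per screening run, cut at about 8.8% in these data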;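 also: cells exposed to compound for 20 h before luminescence read; 0% = DMSO alone and 100% = MG132 at 30 µM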
PERK inhibitor = block of dimerizer-induced PERK translation repression, primary screen, PERK inhibitor project, CHO PERK-DD cells, SEAP luminescence, HTS. Eukaryotic translation initiation factor 2-alpha kinase 3 (Homo sapiens), Q9NZJ5. CHO PERK-DD fusion, SEAP luminescence translation reporter. inhibition, % at 5.6 µM. actives 0.17% (n = 220,000);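 active = inhibition above the mean inhibition of all tested compounds plus 3 SD, set separately per screening campaign, cut at about 2.9% in these data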;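 also: PERK kinase domain activated by AP20187 dimerizer at 100 nM; 0% = DMSO with dimerizer and 100% = rapamycin at 8.4 µM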
Target sequence (Q9NZJ5 whole entry, looked up, the tested form may be a part): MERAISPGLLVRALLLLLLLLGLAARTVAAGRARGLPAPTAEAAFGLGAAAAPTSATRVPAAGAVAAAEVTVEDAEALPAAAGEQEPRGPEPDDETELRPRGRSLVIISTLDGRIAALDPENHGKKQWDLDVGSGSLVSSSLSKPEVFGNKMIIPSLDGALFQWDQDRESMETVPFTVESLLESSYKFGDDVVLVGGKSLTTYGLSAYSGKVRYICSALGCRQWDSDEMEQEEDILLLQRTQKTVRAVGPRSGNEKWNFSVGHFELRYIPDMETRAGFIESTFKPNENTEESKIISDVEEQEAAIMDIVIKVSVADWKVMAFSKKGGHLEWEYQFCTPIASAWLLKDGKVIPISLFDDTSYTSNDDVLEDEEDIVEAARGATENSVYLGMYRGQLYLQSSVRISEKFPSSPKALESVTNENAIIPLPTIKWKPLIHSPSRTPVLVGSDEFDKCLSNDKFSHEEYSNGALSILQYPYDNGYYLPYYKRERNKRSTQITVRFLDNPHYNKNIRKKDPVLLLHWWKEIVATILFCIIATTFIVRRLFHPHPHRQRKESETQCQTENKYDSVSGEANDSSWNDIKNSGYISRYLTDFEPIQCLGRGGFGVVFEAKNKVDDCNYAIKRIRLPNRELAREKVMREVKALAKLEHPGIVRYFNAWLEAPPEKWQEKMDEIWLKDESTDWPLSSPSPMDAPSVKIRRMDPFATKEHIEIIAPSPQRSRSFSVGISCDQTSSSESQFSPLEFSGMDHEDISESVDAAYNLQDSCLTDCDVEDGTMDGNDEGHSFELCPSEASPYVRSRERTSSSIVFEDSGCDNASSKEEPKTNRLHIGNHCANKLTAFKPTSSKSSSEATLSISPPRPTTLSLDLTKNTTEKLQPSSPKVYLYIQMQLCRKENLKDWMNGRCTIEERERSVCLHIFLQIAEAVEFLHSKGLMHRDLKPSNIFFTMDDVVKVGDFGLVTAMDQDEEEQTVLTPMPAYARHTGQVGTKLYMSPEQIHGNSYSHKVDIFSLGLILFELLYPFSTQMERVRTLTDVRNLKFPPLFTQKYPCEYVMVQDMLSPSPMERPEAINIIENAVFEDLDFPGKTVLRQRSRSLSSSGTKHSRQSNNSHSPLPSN
S1P4 ag = S1P4 receptor agonists, primary screen, cell-based. S1P4-expressing cell line, agonist reporter assay. activation, % at 4.98 µM. actives 0.35% (n = 220,000). AID 1509, 2009; in the data active = activation above about 11%;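 also: 0% = DMSO vehicle and 100% = reference agonist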
Mdm2 ligase inh = MDM2-luciferase reporter signal enhancers, primary screen, MDM2 E3 ligase inhibitor project, cell-based, luminescence, 1536-well; actives 0.11% (n = 210,000); cell-based MDM2 ubiquitination luciferase reporter, 2 h; 0 = plate control, 100 = twice control, blank-subtracted; E3 ubiquitin-protein ligase Mdm2 (Homo sapiens), Q00987; signal enhancement, % at 5 µM; AID 1230, 2008;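 active = signal enhancement of 30% or more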;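 also: luminescence tracks abundance of the self-degrading MDM2-luciferase fusion protein; higher signal means inhibition of MDM2 E3 ligase activity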
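Assay system: stable mammalian line carrying autodegrading MDM2–luciferase fusion reporter; amount: 2000 cells seeded into each well; buffer or medium: DMEM; benchmarks: plate control and blank wells; signal: luciferase luminescence; timing: 2 h compound exposure at 37 °C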
NPY2 pot ag = NPY-Y2 potentiators or agonists, primary screen, cell-based. activation, % at 3.6 µM. actives 0.45% (n = 220,000). cells expressing NPY-Y2, potentiator/agonist read-out. Neuropeptide Y receptor type 2 (Homo sapiens), P49146; in the data active = activation above about 27%;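 also: cells stimulated with NPY near EC25 plus isoproterenol at EC100; 0% = vehicle plus submaximal agonist and 100% = vehicle plus saturating agonist; some results beyond the cut were filed as inactive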
Ba/F3 V617F tox = reduced viability of JAK2V617F-dependent Ba/F3 cells, primary screen, JAK2V617F inhibitor project, cell-based, Ba/F3 EpoR-JAK2V617F, luminescence; ATP luminescence; inhibition, % at 5.6 µM; actives 1.1% (n = 220,000);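 active = inhibition above the campaign mean plus 3 SD over all tested compounds, cut at about 24% in these data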;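 also: cytokine-independent growth of Ba/F3 cells driven by EpoR plus mutant JAK2; 0% = DMSO-treated cells and 100% = JAK inhibitor I control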
* = called active by the depositor; · = no result given; [ ] = remark or other dose.

Molecule	eIF4E 4G PPI	S1P4 antag	BaF3 parental	Wee1 degr inh	PERK inhibitor	S1P4 ag	Mdm2 ligase inh	NPY2 pot ag	Ba/F3 V617F tox
NC(=O)NCCCC(=O)OCC(=O)c1ccc2ccccc2c1	2	-20	5	0	-0.3	4.2	-3	-1	-2
COc1cccc(C(=O)Nc2ncc3c(n2)CC(C)(C)CC3=O)c1	0	8	-1	3	-0.8	0.3	17	11	-2
CCc1nc2c(cnn2-c2ccc(Cl)cc2)c(=O)n1-c1ccc2c(c1)OCCO2	-4	1	9	-2	1.0	-3.9	-10	-9	3
CC(C)CCNC(=O)C(=O)NCc1ccccc1	-1	5	1	-2	1.1	-0.8	-13	12	-6
CCCCNC(=O)COC(=O)c1cc(C)nc2ccccc12	-4	2	2	0	-0.7	2.3	-15	10	2
COc1ccc(-c2nc(CSCC(=O)N3CCN(c4cccc(C)c4)C(C)C3)c(C)o2)cc1OC (centres undefined)	-6	-19	3	0	-0.7	3.1	-12	-7	3
O=C(O)/C=C/c1ccc(S(=O)(=O)N2CCN(CCN3C(=O)C4C5C=CC(C5)C4C3=O)CC2)cc1 (centres undefined)	-10	-3	-3	2	2.4	0.3	·	6	-4
COc1ccc(C(=NNc2ccccc2C(=O)O)c2ccc(OC)cc2)cc1	5[fluorescence artefact?]	-1	2	0	0.0	0.4	·	-14	-1
CCCCCCC(=O)NNC(=O)CC(=O)Nc1ccccc1C(=O)O	4	-20	-7	-2	0.6	0.8	-8	1	-4
COc1ccc(C2C(C(=O)N3CCCCC3)CC(=O)N2c2ccc(OC)cc2)cc1 (centres undefined)	3	-7	3	2	-0.1	-2.6	-17	-9	1
COc1cc(CN2CCCC(C(=O)c3ccc4c5c(cccc35)CC4)C2)cc(OC)c1O (centres undefined)	0	-4	7	-3	-1.4	2.3	-2	-17	3
Cc1ccc(NC(=O)Cc2ccc(-n3cccc3)cc2)c(C)c1	-5	-8	5	1	1.2	0.5	-7	-11	-1
O=C(NCc1nc2ccccc2[nH]1)c1ccccc1F	-5	-16	-1	-3	-0.3	0.5	-6	1	2
CCN(CC)CCn1c(N)cc(=O)[nH]c1=O	-3	-16	-1	2	1.0	3.5	2	5	-4
COC(=O)NCc1ccc(S(=O)(=O)N2CCOCC2)cc1	-4	7	0	-2	0.3	0.8	-4	-19	-1
Cc1cccc(OCC(=O)NC(=S)N2CCCc3ccccc32)c1	-1	-15	4	-2	0.4	1.6	-2	-6	5
NC(=O)Cc1nc2scc(-c3ccccc3)c2c(=O)[nH]1	0	-3	-2	-1	0.8	0.0	-11	19	-4
CC(=O)Nc1nc(SCC(=O)NCc2ccc(F)cc2)[nH]c(=O)c1NC(=O)c1cccs1	-3	-6	-1	-3	2.0	-2.2	2	-2	-3
COCC(C)OC(=O)C(C#N)c1nc2ccccc2nc1N1CCN(Cc2ccccc2)CC1 (centres undefined)	-4	7	0	0	-0.6	-1.6	4	10	-1
Cc1c(CCOC(=O)c2cc([N+](=O)[O-])cc([N+](=O)[O-])c2)sc[n+]1CC(=O)c1ccccc1	0	-20	9	0	-0.1	1.6	-13	5	-1

Given as labelled records: part of the list above.
> COc1ccc(-c2nc(CSCC(=O)N3CCN(c4cccc(C)c4)C(C)C3)c(C)o2)cc1OC (centres undefined)
  eIF4E 4G PPI = -6
  S1P4 antag = -19
  BaF3 parental = 3
  Wee1 degr inh = 0
  PERK inhibitor = -0.7
  S1P4 ag = 3.1
  Mdm2 ligase inh = -12
  NPY2 pot ag = -7
  Ba/F3 V617F tox = 3

> O=C(O)/C=C/c1ccc(S(=O)(=O)N2CCN(CCN3C(=O)C4C5C=CC(C5)C4C3=O)CC2)cc1 (centres undefined)
  eIF4E 4G PPI = -10
  S1P4 antag = -3
  BaF3 parental = -3
  Wee1 degr inh = 2
  PERK inhibitor = 2.4
  S1P4 ag = 0.3
  Mdm2 ligase inh = ·
  NPY2 pot ag = 6
  Ba/F3 V617F tox = -4

(more compounds)
Molecule	eIF4E 4G PPI	S1P4 antag	BaF3 parental	Wee1 degr inh	PERK inhibitor	S1P4 ag	Mdm2 ligase inh	NPY2 pot ag	Ba/F3 V617F tox
CCOc1ccccc1NC(=O)c1ccccc1-c1nc(-c2ccccc2)no1	10	-8	4	-3	0.1	0.2	-13	-40	-3
Cn1cnc([N+](=O)[O-])c1Oc1ccccc1	6	-25	3	-3	0.5	0.3	2	-5	-5
Cc1ccc(-n2nc(C)c3c(C)c(CCC(=O)NCc4ccccc4)c(C)nc32)cc1	-3	-12	2	3	1.0	1.5	1	-7	-2
CN1CCN(C2=C(Cl)C(=O)C(c3cnc(N4CCCCC4)s3)=C(Cl)C2=O)CC1	54*[fluorescence artefact?]	9	2	0	-1.0	-0.1	·	-1	-1
O=C(CCn1c2c(c3ccccc31)CCCC2)NNC(=O)c1cccc([N+](=O)[O-])c1	0[fluorescence artefact?]	-1	4	-1	-0.8	1.0	2	6	-2
Cc1ccc(COn2c(-c3ccc(Cl)cc3Cl)nc3ncccc32)cc1	-2	-23	2	-1	-2.0	-3.4	-10	-4	-3
CC(NS(=O)(=O)c1ccccc1)C(c1cccs1)N1CCN(C)CC1 (centres undefined)	3	12	6	-1	-0.1	0.4	-13	6	-1
CCn1c(C(=O)NCc2cccnc2)cc2sc(Cl)cc21	-2	-4	0	5	-0.4	1.3	-14	3	-3
CN1CCN(C(=O)C2CC(=O)N(c3ccc(F)c(Cl)c3)C2)CC1 (centres undefined)	2	-21	0	0	1.1	1.7	-12	0	-1
COc1cc2c(cc1OC)CN(C(=O)c1ccccc1C(=O)O)CC2	-1	-6	8	5	0.8	1.1	0	-5	0
COc1ccc(CC(=O)N(c2ccccc2)c2nc(C)cs2)cc1	1[fluorescence artefact?]	-15	0	3	-0.2	-0.9	-11	-2	-3
Cc1[nH]c(=O)[nH]c1C(=O)CCCCC(=O)O	1	-8	2	-3	1.2	3.6	-11	4	-4
CSc1cccc(NC(=O)c2ccc(Cl)nc2)c1	-3	-8	0	-1	-0.1	0.9	-13	-2	-3
CCOc1ccccc1N(CC(=O)Nc1ccc(S(=O)(=O)N2CCOCC2)cc1)S(=O)(=O)c1ccccc1	-13	-11	5	1	0.1	-0.5	-3	-15	4
O=C(COc1ccc(F)cc1)N(CC1=CCS(=O)(=O)C1)c1ccccc1	-6	-5	3	2	-0.2	1.3	13	7	-3
COc1ccc(C)cc1-n1nnnc1SCn1nnc2ccccc2c1=O	-10	-21	1	0	0.4	-0.1	3	0	-3
O=C(c1ccccc1)c1c[nH]c(C(=O)C(Cl)(Cl)Cl)c1	-5	-11	10	2	0.7	0.5	-14	4	3
CC(C)(C)c1ccc(OCC(=O)N/N=C/c2cc(Br)ccc2OC(=O)c2ccco2)cc1	-2	-23	5	1	0.3	1.3	-18	1	4
Cc1ccc(C(=O)/C=C/c2ccc(-c3ccccc3[N+](=O)[O-])o2)cc1	5	-2	5	-2	-0.1	-0.6	-3	-8	-2
COCCNC(=O)c1ccc(NC(=O)C2(c3ccccc3)CCCC2)cc1	4	-7	0	-3	2.1	-1.2	-7	14	-4
CC1(C)CC(NC(=O)CC(c2ccccc2)c2ccccc2)CC(C)(C)N1	5[fluorescence artefact?]	11	6	0	1.0	0.9	-5	15	-1
COc1cccc(CNC(=O)CCC2CCCN(C(=O)c3ccc(C)nc3)C2)c1 (centres undefined)	0	7	5	-2	0.8	-0.1	1	-5	1
COc1ccc(-c2nnc(SCC(=O)N3CCOCC3)o2)cc1	-3[fluorescence artefact?]	-22	6	6	-0.7	0.5	-6	11	0
CC(=O)c1ccc(OCC(=O)NCC2(N3CCCCC3)CCCCC2)cc1	-1	1	0	0	0.9	-1.7	-9	12	-4
CCOC(=O)CCc1c(C)c2ccc(OCc3nn[nH]n3)c(C)c2oc1=O	4	-4	0	0	0.0	2.8	-2	16	-6
CCOc1cc(N2CCOCC2)c(OCC)cc1NC(=O)COC(=O)[C@H](Cc1c[nH]c2ccccc12)NC(C)=O	5[fluorescence artefact?]	-5	1	-4	0.0	-1.7	5	1	-5
Cc1ccc(-c2nc(NCc3ccc(F)cc3)n(S(C)(=O)=O)n2)cc1	2	-16	6	1	0.4	1.4	-8	-14	4
COc1ccc(OC)c(Cc2nnc(CCC(=O)NCc3nc4ccccc4s3)o2)c1	1	-1	4	-3	-0.6	1.6	-12	2	-3
CCOC(=O)N1CCC(N2CC34C=CC(O3)C(C(=O)Nc3ccc(F)cc3)C4C2=O)CC1 (centres undefined)	-3[fluorescence artefact?]	-16	-1	-1	0.1	0.6	-6	14	-4
COc1ccc(C(=O)Nc2nc3ccc4nc(C)sc4c3s2)cc1	-7[fluorescence artefact?]	-5	5	1	0.5	1.3	-6	6	0
O=C(CSc1nccn1-c1ccccc1)N1CCc2ccccc21	0[fluorescence artefact?]	10	2	-2	-0.8	-4.2	-7	-4	-3
CC1(C)Cc2nc3nc(SCC(=O)NCCc4ccccc4)n(-c4ccccc4)c(=O)c3cc2CO1	3[fluorescence artefact?]	-12	-2	3	-0.7	1.9	0	1	-4
Cc1nc(N2CCOCC2)c2c(C)c(C(=O)Nc3ccccc3Cl)sc2n1	2	-3	6	-1	0.5	4.3	1	-10	3
CC(C)N(CCCNC(=O)C1CCN(S(=O)(=O)N2CCOCC2)CC1)Cc1ccccc1	-2	0	2	-4	-0.5	1.2	-14	-3	5
COCCN1C(=O)c2oc3c(C)cc(C)cc3c(=O)c2C1c1cccc(O)c1 (centres undefined)	5	-15	1	-4	-0.7	0.5	6	-2	0
O=[N+]([O-])c1cccc(/C=N\N2CCN(c3ccc(Cl)cc3)CC2)c1	-2	-12	-2	0	1.1	-0.3	-14	13	-4
Cc1ccc(OCCNC(=O)c2cc(=O)[nH]c3ccccc23)cc1	3	-5	4	-3	0.0	1.4	-1	0	-2
OC(COc1ccccc1Cl)CN1CCN(CC(O)COc2ccccc2Cl)CC1 (centres undefined)	2	5	2	-1	-1.0	-0.2	-2	48*	-2
COc1ccc(NC(=O)OCCn2c([N+](=O)[O-])cnc2C)cc1	-5	-61	4	-2	0.7	0.6	-5	8	-1
CC(NC(=O)CN(C)S(=O)(=O)c1cnc[nH]1)c1ccccc1 (centres undefined)	1	2	-1	-1	1.0	-0.6	-20	-9	-1
Cn1c(=O)c2cc(S(=O)(=O)N3CCOCC3)ccc2n(C)c1=O	-7	-4	-2	0	0.1	-0.8	-10	9	-3
NC(=O)CSc1nnc2ccc(-c3ccc(F)cc3)nn12	0	-8	5	-2	0.0	2.1	-10	-1	-1
COc1ccc(Cn2c(=S)[nH]c3cc(OC)c(OC)cc3c2=O)cc1	5	2	4	-2	0.3	0.1	-5	-21	5
O=c1c2[nH]c3ccc(F)cc3c2ncn1C1CCCCC1	-2	-18	3	0	0.7	2.1	-9	9	-2
Brc1ccccc1C1CC(c2ccccc2)=Nc2ccccc2N1 (centres undefined)	2[fluorescence artefact?]	-8	5	1	-0.4	-0.7	-7	16	1
